Dengue-2 NS5 capping: Dengue-2 NS5 methyltransferase inhibitors, primary screen, biochemical, confirmation dose response (AID 588689); Dengue-2 NS5 methyltransferase capping enzyme assay, biochemical; higher % means a stronger effect; inhibition, % at 25 µM, or IC50 in µM where a hit was titrated; 340,000 compounds, 0.3% hits; in the data active means a potency from the dose series; inconclusive means inhibition above about 29% without an active follow-up result
RSV antiviral HEp-2: inhibition of RSV-induced cytopathic effect – HEp-2 cells, primary 10 µM value included (AID 2391) | HEp-2 cells, RSV-induced CPE inhibition; higher % means a stronger effect | CPE inhibition, % at 10 µM; hits with a dose series show IC50 in µM | 310,000 compounds, 0.13% hits; in the data active means a potency from the dose series; inconclusive means CPE inhibition mostly from about 23% at the one dose, without a potency; inactive means the rest, 99 in 100 with CPE inhibition below about 21%; further: strong numbers were not always called active
GPR55 antagonists: inhibition of LPI-stimulated GPR55 beta-arrestin translocation – imaging, U2OS, beta-arrestin-GFP, LPI agonist, primary screen (AID 2013); 290,000 compounds, 0.13% hits; U2OS GPR55 beta-arrestin-GFP translocation imaging, LPI antagonism; higher % means a stronger effect; inhibition, % at 10 µM, or IC50 in µM where a hit was titrated;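 active means spots per cell inhibited over 60%, with over 100 cells counted and total cytoplasm intensity under 500,000; inconclusive means wells with under 100 cells, flagged as likely toxic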;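 further: U2OS cells stably carrying GPR55 and arrestin-GFP stimulated by 5 µM LPI near EC80; imaged beta-arrestin-GFP aggregate spots per cell after agonist stimulation; plate controls were LPI-stimulated DMSO wells for no effect and DMSO wells without LPI for full effect; some results filed as inactive read as strong as hits; confirmed hits need IC50 under 10 µM and bright autofluorescent wells are also inconclusive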
GPR35 arrestin U2OS: GPR35 antagonists blocking zaprinast-driven arrestin recruitment, primary screen, imaging, U2OS, beta-arrestin-GFP, zaprinast agonist (AID 2058). 290,000 compounds, 0.052% hits. U2OS GPR35 beta-arrestin-GFP translocation imaging, zaprinast antagonism; higher % means a stronger effect. inhibition, % at 10 µM; hits with a dose series show IC50 in µM;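 active means inhibition of at least 50% with at least 30 cells and total cytoplasm GFP at most 10,000,000; inconclusive means under 30 cells or total GFP of 10,000,000 plus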
Large T inhibition: SV40 large T antigen inhibitors, biochemical (AID 1903); 310,000 compounds, 0.39% hits; one-dose inhibition, % at 20 µM; IC50 in µM for titrated hits; SV40 large T antigen ATPase/helicase inhibition assay; higher % means a stronger effect; in the data active means a potency from the dose series; inconclusive means inhibition mostly from about 32% at the one dose, without a potency; inactive means the rest, 99 in 100 with inhibition below about 32%; further: strong numbers were not always called active
PhoP inhibition: PhoP-dependent GFP reporter repression – Salmonella Typhimurium, primary screen (AID 1863). S. Typhimurium PhoP-regulated promoter GFP reporter, 4 h; higher % means a stronger effect. inhibition, % at 50 µM, or IC50 in µM where a hit was titrated. 300,000 compounds, 0.16% hits;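 active means inhibition over 29.93%, a cutoff 3 SD above the screen mean, later confirmed by dose response; inconclusive means inhibition over 29.93% but no dose response follow-up; inactive means inhibition at most 29.93% or unconfirmed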;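 further: 0% = low Mg2+ inducing control and 100% = high Mg2+ repressing control; strong numbers were not always called active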
MgcRacGAP inhibition: MgcRacGAP GTPase-activating activity inhibitors, confirmation, biochemical, ADP Hunter fluorescence; AID 624330; MgcRacGAP-stimulated Rac1 GTP hydrolysis, ADP Hunter fluorescence; higher % means a stronger effect; GST-tagged Rac1 F28L mutant substrate; inhibition, % at 30 µM, or IC50 in µM where a hit was titrated; 340,000 compounds, 0.6% hits;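 active means first-screen hits whose inhibition reached a set limit at any dose in the follow-up dose series; inconclusive means inhibition above the set first-screen limit but never retested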;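 further: fluorescence reports GDP produced by GAP-driven GTP hydrolysis; strong numbers were not always called active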
UTI89 phage lysis: protection from phage-mediated lysis, alamar blue read-out – E. coli UTI89, K1F phage, bacterial capsule biogenesis inhibitors (AID 488966). E. coli UTI89 K1F phage lysis, alamar blue, 2 h; higher % means a stronger effect. inhibition, % at 100 µM; hits with a dose series show IC50 in µM. 340,000 compounds, 0.02% hits;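 active means phage lysis inhibition, versus mean bacterial control, above a set limit; inconclusive means no clear call, values can overlap the other calls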;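 further: capsule biogenesis inhibitors block K1F phage lysis so surviving cells raise fluorescence; higher fluorescence means more inhibition of phage lysis; actives were called in the ten point dose series up to 300 µM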
HIV fusion peptide: inhibitors of HIV fusion peptide binding, primary screen, biochemical, uHTS, fluorescence dequenching (AID 1986). 290,000 compounds, 0.3% hits. cell-free peptide binding, fluorescence dequenching, 30 min; higher % means a stronger effect. inhibition, % at 20 µM; hits with a dose series show IC50 in µM; in the data active means inhibition mostly above about 52%, no sharp cut-off; inactive means mostly below about 76%; further: some results filed as inactive read as strong as hits
Dengue-2 NS5 capping pilot replicate: recorded beside Dengue-2 NS5 capping, whose call it bears; inhibition, %; measured here: pilot screen replicate inhibition
An asterisk follows results filed as active; ? = inconclusive; . = no result given; [ ] = another dose, or the depositor's remark.

SMILES	Dengue-2 NS5 capping	RSV antiviral HEp-2	GPR55 antagonists	GPR35 arrestin U2OS	Large T inhibition	PhoP inhibition	MgcRacGAP inhibition	UTI89 phage lysis	HIV fusion peptide	others
CCOC(=O)C1CCN(c2ccc([N+](=O)[O-])cc2)CC1	5%	2.5%	-2%	-8%	11%	3%	-4%	0.3%	-1.4%
Cc1ccc(S(=O)(=O)N2CCCCC2)cc1NC(=O)CCc1nc2ccccc2c(=O)[nH]1	-5%	0.4%	.	.	11%	15%	7%	0.2%[50 µM]	.
CCOc1ccc(CCNC(=O)COC(=O)c2c(OC)cccc2OC)cc1OCC	-2%	-1.0%	.	.	8%	-5%	6%	1.3%[50 µM]	.
O=C(Nc1cccc(Cl)c1)c1cc(S(=O)(=O)N2CCOCC2)cs1	-5%	2.3%	11%	1%	12%	-1%	6%	-0.1%	0.5%
Cc1ccc(Nc2nc(N)nc(CN3CCN(Cc4ccc5c(c4)OCO5)CC3)n2)cc1	-3%	-0.4%	7%	9%	3%	-5%	10%	0.6%	0.7%
CCOc1ccc(S(=O)(=O)NCCC(=O)N2CCN(Cc3ccccc3)CC2)cc1	4%	0.0%	.	.	1%	-1%	3%	1.0%[50 µM]	.
CCOC(=O)C1=C(COC(=O)C2(C)CC2(Cl)Cl)NC(=O)NC1c1ccccc1 (centres undefined)	2%	2.1%	-8%	-7%	9%	2%	-1%	-0.5%	-1.7%
COc1ccc(-c2[nH]ncc2CNCCCSC)cc1F	-8%	-1.5%	1%	-13%	16%	-5%	-8%	0.0%	-0.2%
O=C(O)c1ccc(-c2ccc(OS(=O)(=O)c3ccccc3F)cc2)cc1	2%	4.5%	1%	23%	-2%	5%	4%	-0.8%	15%
C=C1CCC(N(O)c2cc(C)on2)C(=C)CCC2C1CC2(C)C (centres undefined)	-5%	-1.9%	.	.	.	.	12%	3.3%	.
O=C(c1ccc2c(c1)N(Cc1cccc(Cl)c1)C(=O)c1ccccc1S2(=O)=O)N1CCN(c2ccccn2)CC1	-5%	?	2%	-13%	2%	1%	-10%	-0.2%	-1.7%
CN(C)c1nc(OCCNC(=O)Nc2ccc(Cl)cc2)nc(N(C)C)n1	2%	3.6%	-4%	-10%	0%	-3%	-19%	-0.1%	0.4%
O=C(N/N=C/c1cccnc1)c1cccc(S(=O)(=O)N2CCCC2)c1	-1%	-1.1%	10%	-22%	18%	1%	-3%	0.1%	-0.9%
CC1CCC(N2CCN(S(C)(=O)=O)CC2)CC1 (centres undefined)	-3%	3.3%	0%	6%	-1%	7%	?	0.0%	1.4%	Dengue-2 NS5 capping pilot replicate=0.6
CC(C)c1onc(C(=O)N2CCN(c3ccc(F)cc3)CC2)c1[N+](=O)[O-]	0%	3.1%	-3%	6%	0%	7%	10%	0.5%	-0.5%
CCN(c1ccccc1)S(=O)(=O)c1cc(NC(=O)CSc2n[nH]c(=O)[nH]c2=O)ccc1Cl	4%	-0.2%	1%	6%	32%	-8%	11%	-0.2%	7.7%
CCn1c(=NC(=O)c2cccc(N3C(=O)CCC3=O)c2)sc2c(C)ccc(OC)c21	-13%	2.2%	2%	2%	14%	-1%	3%	0.1%	-1.3%
CC(C)Cc1nnc(NC(=O)CN2C(=O)C3CCCCC3C2=O)s1 (centres undefined)	3%	0.5%	.	.	1%	6%	5%	0.9%[50 µM]	.
O=C1SC(c2ccccc2)=N/C1=C/c1ccco1	1%	0.1%	18%	12%	19%	-6%	9%	0.2%	3.3%
Cc1ccc(C(=O)Nc2nc(-c3cc(Cl)sc3Cl)cs2)cc1	-4%	-0.6%	2%	-3%	11%	6%	10%	0.0%	-0.3%
CC/C(=N\NC(=O)Nc1ccccc1)c1ccccc1	5%	1.3%	4%	10%	9%	7%	4%	0.3%	-0.3%
COc1ccc(CCN2CC(C(=O)NCCc3ccc(C(F)(F)F)cc3)CCC2=O)cc1 (centres undefined)	-11%	1.4%	8%	-8%	9%	-13%	-1%	0.1%	-0.8%
Cc1c(NC(=O)c2ccc(Br)o2)c(=O)n(-c2ccccc2)n1C	-1%	0.1%	7%	3%	-3%	-9%	15%	0.3%	-2.0%
COCCNC(=O)CN(C(=O)CCC(=O)Nc1ccccn1)c1ccc(F)c(Cl)c1	-2%	0.7%	-4%	12%	9%	5%	-5%	0.9%[50 µM]	-2.6%
NC(=O)NCc1ccc(C(=O)OCc2ccncc2)cc1	-3%	0.5%	6%	1%	6%	5%	1%	1.0%	-2.5%

New compounds follow
SMILES	Dengue-2 NS5 capping	RSV antiviral HEp-2	GPR55 antagonists	GPR35 arrestin U2OS	Large T inhibition	PhoP inhibition	MgcRacGAP inhibition	UTI89 phage lysis	HIV fusion peptide	others
CC(C)(C)OC(=O)N[C@@H](Cc1ccccc1)c1nnc(S(=O)(=O)Cc2ccccc2)o1	.	0.8%	16%	16%	15%	2%	.	.	-1.9%
CC(C)N1CC(C(=O)Nc2ccc(C#N)cc2)CC1=O (centres undefined)	-6%	0.2%	-4%	6%	4%	5%	13%	0.1%	0.0%
O=S(=O)(c1cccc(-c2nnc(-c3cccnc3)o2)c1)N1CCCCC1	7%	3.0%	3%	2%	8%	-5%	2%	0.4%	-0.1%
CN1CCN(/C=C2\SC(=S)NC2=O)CC1	1%	0.9%	3%	-8%	5%	-5%	16%	1.1%	-2.1%
CCCn1cc(C(=O)N(C)C2CCCN(Cc3ccccc3F)C2)c(C)n1 (centres undefined)	-2%	0.1%	-10%	0%	23%	-7%	5%	0.1%	2.5%
Cc1cccc(C(=O)c2c(N)sc3c2CCC(C)C3)c1 (centres undefined)	9%	0.6%	-10%	-6%	8%	-5%	-8%	-0.7%[50 µM]	3.6%
CCOC(=O)C1CC(C)=C(C)CC1C(=O)O (centres undefined)	-2%	1.8%	11%	5%	6%	-8%	5%	1.3%	-0.2%
CCOC(=O)c1cnn(Cc2cccc(Cl)c2)c1C	-8%	4.2%	-16%	-8%	-2%	-11%	2%	9.3%	0.6%
CC(=O)c1cccc(NC(=O)CSc2nnc(-c3ccc(S(=O)(=O)N4CCCC4)cc3)o2)c1	-1%	0.6%	8%	-2%	4%	10%	5%	0.7%	2.7%
c1ccc(SCc2nc(-c3ccncc3)no2)cc1	-2%	-0.2%	0%	-1%	-2%	1%	2%	5.5%	-1.0%
CCOc1cc(-c2cn(S(=O)(=O)c3cccc4nsnc34)nc2N)cc(OCC)c1OCC	2%	2.1%	9%	18%	20%	7%	10%	0.7%	-1.0%
Cc1ccc2c(cnn2C(=O)CCC(=O)N2CCCCC2)c1	1%	0.8%	-9%	-3%	13%	.	10%	4.1%	1.2%
Cc1ccccc1NC(=S)N1CCN(c2ccccc2C)CC1	3%	-0.2%	-11%	-3%	5%	-6%	8%	-1.5%	-0.6%
CC(=O)Nc1ccc(S(=O)(=O)N2CCN(S(=O)(=O)N3CCOCC3)CC2)cc1	-4%	1.8%	0%	-16%	6%	0%	2%	-0.7%	-0.1%
COC(=O)C1=C(C)NC2=C(C(=O)CCC2)C1c1cn(Cc2ccc(Cl)cc2Cl)nc1-c1ccccc1 (centres undefined)	-2%	?	15%	10%	0%	2%	1%	-0.5%	-3.5%
CCN1CCc2c(sc(NC(=O)c3ccc(S(=O)(=O)N(C)CC4CCCO4)cc3)c2C(N)=O)C1 (centres undefined)	-10%	-0.4%	2%	-2%	12%	-4%	13%	-0.2%	1.0%
COc1ccc(OC)c2[nH]c(=O)c(CCNC(C)=O)cc12	-2%	2.7%	6%	-3%	0%	1%	6%	-1.6%	-2.1%
COc1ccc(C)cc1NC(=O)C(OC(=O)CNC(=O)c1ccc(Br)cc1)c1ccccc1 (centres undefined)	2%	2.4%	8%	-2%	10%	15%	0%	3.2%	0.7%
Cc1cc(=O)n2[nH]c(-c3ccccc3)cc2n1	-3%	1.1%	-17%	0%	9%	-9%	11%	-1.1%	-1.1%
COC(=O)c1cn(NC(=O)Cn2nc([N+](=O)[O-])c(Cl)c2C)c(=O)c2ccccc12	-7%	0.4%	-4%	-1%	4%	3%	7%	0.3%	-0.9%
CCOc1ccc(CNC(=O)C(=O)c2cn(CC(=O)N3CCOCC3)c3ccccc23)cc1OC	5%	0.6%	14%	-1%	6%	4%	9%	1.2%[50 µM]	0.6%
CC(CCc1ccccc1)C(=O)NO (centres undefined)	-6%	-0.9%	12%	20%	-2%	11%	3%	0.5%	-0.5%	Dengue-2 NS5 capping pilot replicate=4.8
Oc1ccc2ccccc2c1C1Nc2cccc3cccc(c23)N1	-2%	8.9%	25%	-2%	13%	2%	-5%	6.9%	54%
O=C(O)CCCNc1ccc(S(=O)(=O)Nc2ccccc2C(=O)O)cc1C(=O)O	14%	0.8%	28%	7%	1%	5%	7%	3.2%	-2.8%
O=C(NNC(=O)c1ccc2c(=O)n3c(nc2c1)CCC3)c1ccc(F)cc1	0%	-2.1%	.	.	9%	-1%	2%	1.2%[50 µM]	.

Going on with the list.
SMILES	Dengue-2 NS5 capping	RSV antiviral HEp-2	GPR55 antagonists	GPR35 arrestin U2OS	Large T inhibition	PhoP inhibition	MgcRacGAP inhibition	UTI89 phage lysis	HIV fusion peptide	others
Cc1cc(N/C(=N\S(=O)(=O)c2ccc(Cl)cc2)c2ccc(F)cc2)no1	-7%	0.7%	-2%	-3%	7%	7%	-4%	-0.2%	-3.2%
COCCSc1ccccc1C(=O)N1CCCC1	0%	-0.7%	2%	6%	3%	2%	2%	0.0%	-1.4%
O=C(CCNC(=O)c1ccco1)Nc1ccccc1N1CCOCC1	-5%	1.6%	4%	5%	7%	-4%	6%	0.0%	-1.7%
CCN(C(=O)COC(=O)C1CCN(S(=O)(=O)c2cccs2)CC1)c1ccccc1	.	-0.6%	3%	0%	2%	9%	5%	0.2%	-1.1%
Cc1ccc(S(=O)(=O)N(C)CC(=O)OCC(=O)c2c(N)n(C)c(=O)n(C)c2=O)cc1	-8%	0.2%	5%	9%	-2%	-2%	8%	0.2%	1.2%
O=C1CCN(Cc2ccc([N+](=O)[O-])cc2)CCN1CCO	-2%	0.3%	4%	13%	5%	-9%	5%	-0.2%	1.2%
Cc1nn(-c2ccccc2)nc1CNC(=O)CC(C)(C)C	1%	.	12%	10%	5%	-9%	10%	-0.2%	0.3%
COc1cc(Cl)c(C)cc1NC(=O)COc1ccccc1[N+](=O)[O-]	-5%	-0.3%	6%	-1%	-7%	8%	4%	-0.1%	0.7%

Source: PubChem
